VIM-2 inh – inhibitors of Pseudomonas aeruginosa VIM-2 metallo-beta-lactamase | purified VIM-2, nitrocefin hydrolysis, epi-absorbance fluorescence | inhibition, % at 5.6 µM | hit rate 0.89% among 290,000 | AID 1527;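 active means inhibition above the mean of all tested compounds plus 3 SD, cutoff set per screening run, cut at about 7.5% in these data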;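 further: red hydrolysis product quenches plate fluorescence so inhibitors raise well fluorescence; 0% = enzyme with DMSO and 100% = DMSO without enzyme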
CRFR2-BP antag – antagonists of CRF-binding protein/CRF-R2 receptor complex; HEK293 CRF-R2/CRF-BP, CRF-induced calcium fluorescence; inhibition, % at 11.8 µM; hit rate 0.59% among 350,000;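 active means inhibition of the ligand-induced calcium signal above about 50% at the single tested concentration, limit read from the data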
NS3 helicase inh – HCV NS3 helicase inhibition | NS3 helicase DNA unwinding, Cy5 molecular beacon fluorescence | inhibition, % at 10.9 µM | hit rate 0.56% among 290,000;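 active means inhibition above the mean of all tested compounds plus 3 SD, set per campaign, cut at about 35% in these data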;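 further: 0% = DMSO wells and 100% = thioflavine S control wells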
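Assay system: hepatitis C virus NS3 helicase domain fragment enzyme. Also added: annealed dual-labelled DNA beacon duplex, ATP-started. Timing: 1 h reaction at 25 °C, ATP-initiated. Technique: Cy5 fluorescence at 0 and 60 min, beacon hairpin quenching. Evaluation: % inhibition of unwinding. Replication: one well per compound.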
UBC9 SUMO inh – blocks human SUMOylation mediated by UBC9; HTRF SUMOylation assay, SAE1/SAE2 + UBC9, in vitro; P63279; inhibition, % at 35 µM; AID 2006; hit rate 0.36% among 290,000; in the data active means inhibition above about 50%, passing the limit was not always enough; further: strong numbers were not always called active
IDE cell inh – cellular human IDE inhibition; P14735; HEK cells, FAbetaB cleavage, fluorescence polarization; hit rate 0.41% among 320,000; inhibition, % at 5.59 µM; AID 434962;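 active means percent inhibition above the average of all tested compounds plus 3 SD, set per screening campaign, cut at about 16% in these data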;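 further: IDE supplied by intact live HEK cells; FP after avidin binding of uncleaved biotin substrate so inhibition keeps polarization high; 0% = DMSO wells and 100% = 60 µM reference IDE inhibitor Ii1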
Target sequence (P14735 whole entry, looked up): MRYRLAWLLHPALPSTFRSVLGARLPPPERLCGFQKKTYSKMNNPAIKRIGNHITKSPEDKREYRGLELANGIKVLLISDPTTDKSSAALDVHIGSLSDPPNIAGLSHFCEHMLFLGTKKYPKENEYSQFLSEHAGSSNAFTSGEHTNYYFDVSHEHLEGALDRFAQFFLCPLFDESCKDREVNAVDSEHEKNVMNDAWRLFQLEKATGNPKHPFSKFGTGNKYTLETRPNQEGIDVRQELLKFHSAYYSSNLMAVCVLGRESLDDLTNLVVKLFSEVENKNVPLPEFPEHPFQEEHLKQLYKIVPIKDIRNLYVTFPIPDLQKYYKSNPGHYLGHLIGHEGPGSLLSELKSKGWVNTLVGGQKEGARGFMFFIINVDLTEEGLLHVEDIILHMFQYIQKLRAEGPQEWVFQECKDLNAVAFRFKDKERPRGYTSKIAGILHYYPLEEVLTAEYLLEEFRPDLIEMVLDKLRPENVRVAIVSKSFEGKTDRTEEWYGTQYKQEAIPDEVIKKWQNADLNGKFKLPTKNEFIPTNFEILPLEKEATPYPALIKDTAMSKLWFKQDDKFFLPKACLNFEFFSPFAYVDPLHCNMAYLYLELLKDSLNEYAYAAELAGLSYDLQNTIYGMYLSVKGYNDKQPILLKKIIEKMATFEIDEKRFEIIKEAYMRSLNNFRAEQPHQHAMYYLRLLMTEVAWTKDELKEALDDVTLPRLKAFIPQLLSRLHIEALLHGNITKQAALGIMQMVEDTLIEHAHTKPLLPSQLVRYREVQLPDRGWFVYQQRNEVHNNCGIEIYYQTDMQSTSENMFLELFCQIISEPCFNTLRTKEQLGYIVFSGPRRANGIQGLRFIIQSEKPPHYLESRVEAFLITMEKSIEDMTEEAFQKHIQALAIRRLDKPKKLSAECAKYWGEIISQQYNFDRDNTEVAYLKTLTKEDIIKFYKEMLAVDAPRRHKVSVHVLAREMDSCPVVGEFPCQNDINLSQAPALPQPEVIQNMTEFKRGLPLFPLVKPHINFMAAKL
IDE act – activators of human insulin-degrading enzyme in cells. P14735. HEK cells, FAbeta-B cleavage, fluorescence polarization; 0% vehicle, 100% cell-free pure enzyme wells. activation, % at 5.96 µM. hit rate 0.073% among 340,000. AID 493087;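 active means activation above the mean of all tested compounds plus 3 SD, set per screening campaign, cut at about 17% in these data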
GalR3 antagonist – antagonists of human GalR3; hit rate 0.44% among 360,000; inhibition, % at 3 µM; HEK293 GalR3-CNG cAMP membrane potential fluorescence; galR3 body fused to GalR1 C-terminus;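 active means inhibition above the screen-wide average plus 3 SD, cut at about 13% in these data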;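 further: forskolin and galanin both at EC90 stimulate the cells; cAMP rise reported by CNG channel membrane potential dye signal; 0% = forskolin plus galanin with DMSO and 100% = forskolin alone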
IMP-1 inh – inhibitors of Pseudomonas aeruginosa IMP-1 metallo-beta-lactamase; purified IMP-1, nitrocefin hydrolysis, epi-absorbance fluorescence; inhibition, % at 5.6 µM; hit rate 0.45% among 290,000; AID 1556;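 active means inhibition above the mean plus 3 SD of all compounds in the same screening run, cut at about 4.5% in these data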;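 further: 0% = IMP-1 with DMSO and 100% = DMSO wells lacking enzyme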
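System: purified recombinant IMP-1 beta-lactamase. Medium: Zinc- and detergent-supplemented HEPES buffer, pH 7.1. Compound: one 5.6 µM dose […]. Schedule: 15 min preincubation plus 25 min reaction at 25 °C. Technique: Epi-absorbance fluorescence, 480 nm excitation, 530 nm emission.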
pCIP destab – p/CIP protein destabilization; decrease of EGFP signal, % at 10 µM; Q05BA5; AID 1984; hit rate 0.01% among 290,000; F442A p/CIP-EGFP cells, EGFP fluorescence, 16 h;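 active means EGFP signal decrease of at least 30% at 10 µM or well 3 SD below plate mean, unless failing retest; inactive means the rest, including hits failing retest or dose response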; further: some compounds called inactive have numbers as strong as hits; many of its hits are not listed in these tables
An asterisk follows results filed as active; · = no result given. Compounds as they come; about 3.2% have a hit in one of these screens.

canonical_smiles	VIM-2 inh	CRFR2-BP antag	NS3 helicase inh	UBC9 SUMO inh	IDE cell inh	IDE act	GalR3 antagonist	IMP-1 inh	pCIP destab
Cc1ccccc1Nc1nc(N)nc(COC(=O)C2CCCCC2)n1	-1.2	-4	-8	-2	8	2	-4	-1.0	-7
CS(=O)(=O)c1ccc(Cl)c(C(=O)O)c1	-3.4	1	-4	-8	2	2	-6	-4.0	-13
CN1CCN(S(=O)(=O)c2ccc(NC(=S)NC(=O)C(C)(C)C)cc2)CC1	0.7	-1	-5	14	-1	4	-4	-1.1	-22
C=CCn1c(CCC(=O)O)ccc1-c1ccc(OC)cc1	-4.1	17	18	17	-3	-5	0	-0.9	-8
COc1ccccc1NC(=S)N(Cc1cccnc1)Cc1ccco1	-1.5	9	-11	1	1	3	-4	-2.5	-6
Cc1cc(C(=O)NNS(=O)(=O)c2ccccc2C(F)(F)F)nn1C(C)(C)C	-3.4	-1	-24	11	5	5	0	-1.9	-6
CCCCOC(=O)c1nc(Cl)c(Cl)c(N)c1Cl	-0.2	3	10	-6	5	-1	-2	-0.1	-3
CCN(CC)c1ccc2cc(S(=O)(=O)c3ccc(Cl)cc3)c(=O)oc2c1	-0.1	-83	-2	22	6	-18	4	-0.9	-8
CC1CCN(S(=O)(=O)c2ccc(C(=O)Nc3nnc(C4=COCCO4)o3)cc2)CC1	-4.3	14	2	-5	3	-4	-1	-1.2	1
Cn1c(N)c(C(=O)COC(=O)c2cccc(S(=O)(=O)N3CCCCC3)c2)c(=O)n(C)c1=O	-2.4	-4	-6	-12	-2	2	-3	-4.7	2
O=C(c1cccnc1)N1C2CCC1CC(O)(c1ccc(F)cc1)C2 (stereo not drawn)	-1.6	12	-11	9	6	-1	-4	-1.2	-10
CC(OC(=O)CC1CCCCC1)C(=O)Nc1ccc(F)cc1 (stereo not drawn)	·	-2	·	·	5	0	-6	·	·
Cn1cccc1C1C(C#N)=C(N)OC2=C1C(=O)CCC2 (stereo not drawn)	1.1	-12	11	6	5	·	-5	-0.3	-4
Cc1ccc(C)c(NC(=O)Cn2c([N+](=O)[O-])cnc2C)c1	-2.5	-1	-4	26	-10	4	-2	-2.1	-5
Brc1ccc(-c2nn3c(-c4ccco4)nnc3s2)o1	-0.6	10	30	11	0	-5	-5	-4.9	-1
COc1ccc(S(=O)(=O)NCCOc2ccccc2)cc1-n1cnnn1	-1.9	11	-2	-7	5	8	-2	-2.4	-12
CC(C)=CC(=O)Nc1ccc(OCc2ccccc2)cc1	-1.2	-3	-4	-28	-6	3	-6	-1.2	-5
O=C(COC(=O)/C=C/c1cccc([N+](=O)[O-])c1)NCc1ccc2c(c1)OCO2	-2.4	18	6	3	-1	1	-2	-1.6	-3
CN(Cc1ccc(F)cc1)C(=O)c1cccc(S(=O)(=O)N2CCN(c3ccccc3)CC2)c1	·	6	·	·	10	5	-4	·	·
Cc1cnnn1-c1ccc([N+](=O)[O-])cc1	-2.2	-12	5	-6	2	·	-2	-2.9	2

Record cards, as listed above. Values in the order: VIM-2 inh	CRFR2-BP antag	NS3 helicase inh	UBC9 SUMO inh	IDE cell inh	IDE act	GalR3 antagonist	IMP-1 inh	pCIP destab
`CCN(CC)c1ccc2cc(S(=O)(=O)c3ccc(Cl)cc3)c(=O)oc2c1` in the list: -0.1	-83	-2	22	6	-18	4	-0.9	-8
`CC(OC(=O)CC1CCCCC1)C(=O)Nc1ccc(F)cc1` (stereo not drawn) in the list: ·	-2	·	·	5	0	-6	·	·
`Cc1ccc(C)c(NC(=O)Cn2c([N+](=O)[O-])cnc2C)c1` in the list: -2.5	-1	-4	26	-10	4	-2	-2.1	-5
`Cc1cnnn1-c1ccc([N+](=O)[O-])cc1` in the list: -2.2	-12	5	-6	2	·	-2	-2.9	2

Later entries
canonical_smiles	VIM-2 inh	CRFR2-BP antag	NS3 helicase inh	UBC9 SUMO inh	IDE cell inh	IDE act	GalR3 antagonist	IMP-1 inh	pCIP destab
O=C(Cn1ncc2c(=O)oc3ccccc3c21)NCC1CCCO1 (stereo not drawn)	-5.0	18	8	2	0	-1	·	0.9	-4
COc1ccc(C2=CC(=O)C[C@H](c3ccc(F)cc3)C2)cc1OC	·	5	·	·	-1	-2	-3	·	·
COCCCn1c(=O)c2ccccc2n(Cc2cc(C(=O)OC)ccc2OC)c1=O	-0.1	4	-4	4	-5	1	-3	-0.5	-9
Cc1ccc(NC(=O)CCc2nnc3ccc(N4CCC(C)CC4)nn23)nc1	-1.2	-8	-3	·	2	3	-8	-0.6	-1
COc1ccc(NC(=O)C/C(C)=N/NC(=O)c2cnccn2)c(OC)c1	0.1	0	7	0	-2	7	-3	-2.3	-11
COc1ccc(-c2cc(N)n(CCC#N)n2)c(OC)c1	-1.1	-3	6	6	2	1	-4	-2.6	4
Cc1occc1C(=O)N(C)Cc1nc(-c2ccccc2)no1	-0.7	1	-3	1	0	-5	-1	-4.5	-7
COc1ccc(-c2nnc(SCC(=O)N3CCCCC3)o2)c(OC)c1	-0.3	-6	5	14	4	0	-1	-2.0	3
COc1ccc(-c2csc3ncnc(N4CCN(S(=O)(=O)c5ccc(C)c(C)c5)CC4)c23)cc1	·	-8	·	·	-1	1	-5	·	·
COCc1ccc(CN2CCC(C(=O)Nc3cccc(-c4cscn4)c3)CC2)o1	-2.1	90*	-3	2	2	2	-3	-4.1	-4
COC(=O)c1cn(C(=O)c2cc(Br)ccc2Cl)c2ccccc12	-3.2	10	0	-10	2	3	-9	-3.0	3
N#Cc1ccc(-c2ccc(Cl)cc2)nc1SCC(=O)c1cccc(Cl)c1	-1.9	-7	6	13	-1	1	-4	0.8	-15
Cc1nnsc1C(=O)NC1CCCCC1	-0.6	0	1	-16	-1	1	0	-2.3	-5
CC(=O)c1cc(-c2ccccc2)n(CCC(=O)NCc2cccs2)c1C	2.8	1	-7	18	13	3	3	0.6	-2
CCOP(=O)(c1ccc(N(C)C)cc1)C(O)c1ccc(C)cc1 (stereo not drawn)	-3.4	1	-5	23	6	-3	-13	-2.7	-3
CCn1c(SCC(=O)NC2CC2)nnc1-c1ccc(C)cc1	-1.1	-7	-4	1	2	3	1	-3.1	-8
Cc1ccc(S(=O)(=O)N2CCN(C(=O)CCCN3C(=O)NC4(CCCC4)C3=O)CC2)cc1C	·	1	·	·	1	2	-4	·	·
COc1ccc(NC(=O)c2cccc(C#N)c2)cc1NS(=O)(=O)c1ccc(F)cc1	-3.0	-1	-6	6	3	1	-7	-2.6	-8
NCCCNCCCCNCCCN	·	-10	·	·	0	4	-3	·	·
CC(C)n1nnnc1SCC(=O)NCc1cccs1	-4.5	-7	-3	10	-1	4	-3	-3.1	11

More entries
Second line of a record: VIM-2 inh | CRFR2-BP antag | NS3 helicase inh | UBC9 SUMO inh | IDE cell inh | IDE act | GalR3 antagonist | IMP-1 inh | pCIP destab
- CCN(CC)CCn1c(=N)n(CC(=O)c2ccc(C)cc2)c2ccccc21
  2.1 | -17 | -50 | 8 | 3 | 0 | -4 | 0.6 | -8
- O=C1CC(SCc2nc3ccccc3[nH]2)C(=O)N1c1ccc(F)cc1 (stereo not drawn)
  -3.9 | 9 | 4 | -10 | 8 | 3 | 1 | -4.0 | -6
- O=C1NCCN1CCN1C(=O)c2ccccc2NC1c1ccccc1 (stereo not drawn)
  -2.5 | -7 | 8 | 17 | 6 | -6 | -1 | -1.4 | -7
- Cc1onc(-c2ccccc2)c1C(=O)N/N=C/c1cccs1
  -2.8 | -3 | 26 | -9 | 1 | · | -2 | -3.2 | -12
- CCOc1ccc(Cl)cc1CSc1n[nH]c(C)n1
  -1.9 | 4 | -5 | 24 | 1 | · | -1 | -3.4 | -4
- Cc1cc(C)n2nc(N)c(N=Nc3ccccc3)c2n1
  4.6 | 7 | -4 | -3 | 2 | -1 | -4 | -2.8 | -2
- O=C(CCN1C(=O)c2ccccc2C1=O)NCc1ccccc1
  -0.7 | -6 | 9 | 9 | -5 | 9 | -4 | -1.0 | -5
- CCCCn1c(N)c(N(CCOC)C(=O)c2ccc(C)o2)c(=O)[nH]c1=O
  · | -7 | · | · | 8 | -1 | -4 | · | ·
- Cc1ccc(C(C(=O)NCc2ccccc2)N(Cc2ccco2)C(=O)c2snc(C(N)=O)c2N)o1 (stereo not drawn)
  -4.5 | 1 | 1 | 0 | 3 | -6 | -6 | -4.0 | -2
- CCOc1ccc(S(=O)(=O)Nc2ccc(C(=O)N3CCCC3)cc2)cc1
  -1.7 | -2 | 13 | 23 | 0 | 2 | 0 | -0.3 | 2
- CC1CCCN(C(=O)c2ccc(OC3CCN(CCc4ccccc4)CC3)cc2)C1 (stereo not drawn)
  -1.1 | -2 | -19 | · | 2 | 2 | -1 | -0.7 | -12
- Cc1nccc2oc(=O)c(NC(=O)c3ccc(Cl)cc3)cc12
  -0.1 | 3 | 5 | 29 | -6 | -4 | -2 | -0.4 | 2
- CSCC[C@H](NC(=O)N1CCn2c1nc1ccccc12)C(=O)NCC1CCCO1 (stereo partly drawn)
  -2.1 | -42 | 6 | · | 5 | 2 | -6 | -0.9 | 0
- CC1(C)c2[nH]c3ccccc3c2C[C@H]2C(=O)N(Cc3ccccc3)C(=O)N21
  · | 60* | · | · | 11 | 2 | -8 | · | ·
- CC12CCC(C(=O)N(CSC(=S)N/N=C\c3ccccc3)C1=O)C2(C)C (stereo not drawn)
  -2.0 | 6 | -6 | -17 | 4 | 1 | 8 | -4.9 | 2

Assay outcomes from PubChem BioAssay.
